# GRIN3A LBD mod – modulators (binders) of human NR3A ligand-binding domain | Tm shift relative to glycine control, % at 25 µM | actives 2.5% (n = 340,000) | NR3A LBD differential scanning fluorimetry, Tm shift; 0% = protein alone, 100% = glycine-bound protein;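 active = melting temperature shift of at least 10% of the positive control shift, at one fixed dose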
# CXCR6 inh – inhibitors of human CXCR6 receptor. inhibition, % at 20 µM. O00574. actives 0.36% (n = 360,000). CHO-K1 PathHunter CXCR6 beta-arrestin, luminescence; in the data active = inhibition above about 34%, passing the limit was not always enough;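 note: antagonist mode with CXCL16 agonist at 10 nM final; 0% = 10 nM CXCL16 with DMSO and 100% = unstimulated wells without agonist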
# Target sequence (O00574 whole entry, looked up): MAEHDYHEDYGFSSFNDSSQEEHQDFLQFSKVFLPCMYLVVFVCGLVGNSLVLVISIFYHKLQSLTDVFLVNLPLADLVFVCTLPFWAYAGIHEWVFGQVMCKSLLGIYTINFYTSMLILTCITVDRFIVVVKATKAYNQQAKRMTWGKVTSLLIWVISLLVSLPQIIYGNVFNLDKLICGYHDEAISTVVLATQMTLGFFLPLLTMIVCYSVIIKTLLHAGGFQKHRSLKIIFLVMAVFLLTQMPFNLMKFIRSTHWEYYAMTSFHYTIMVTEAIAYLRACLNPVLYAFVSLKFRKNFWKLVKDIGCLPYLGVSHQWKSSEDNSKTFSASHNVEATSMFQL
# EBI2 antag – blocks human EBI2 receptor beta-arrestin signaling; EBI2 beta-arrestin recruitment, luminescence, 7a,25-OHC stimulated; inhibition, % at 5 µM; actives 0.81% (n = 360,000); P32249; in the data active = inhibition above about 38%;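 note: enzyme fragment complementation signal reports receptor beta-arrestin coupling in cells; 0% = agonist plus DMSO wells and 100% = wells without agonist; some results beyond the cut were filed as inactive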
# APOBEC3A inh – blocks human APOBEC3A ssDNA deamination. P31941. recombinant A3A, FAM/TAMRA ssDNA deamination fluorescence. inhibition, % at 20 µM. actives 0.41% (n = 330,000). AID 493011;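 active = at least 40% inhibition at 20 µM here, with at most 30% in a related deaminase screen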;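 note: plate controls were A3A with DMSO for no effect and wells lacking A3A enzyme for full effect; some results filed as inactive read as strong as hits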
# Target sequence (P31941 whole entry, looked up): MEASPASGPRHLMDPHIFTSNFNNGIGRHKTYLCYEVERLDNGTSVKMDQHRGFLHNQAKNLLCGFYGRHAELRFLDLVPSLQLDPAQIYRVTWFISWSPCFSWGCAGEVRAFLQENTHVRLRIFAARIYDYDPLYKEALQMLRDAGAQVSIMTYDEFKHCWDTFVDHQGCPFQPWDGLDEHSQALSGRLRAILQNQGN
# Gli-Sufu block – Gli-Sufu pathway antagonism; Sufu-KO-LIGHT fibroblasts, Gli luciferase reporter luminescence; inhibition, % at 5 µM; actives 0.74% (n = 340,000);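 active = inhibition above about 55%, limit read from the data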;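 note: 0% = DMSO-treated cells and 100% = wells with medium but no cells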
# CCR6 antag – antagonists of human CCR6 receptor; P51684; CHO-K1 CCR6 PathHunter beta-arrestin, luminescence, CCL20-stimulated; inhibition, % at 20 µM; actives 0.49% (n = 340,000);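 active = compounds whose inhibition of the agonist-driven luminescence signal at 20 µM reaches about 50%, limit read from the data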;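 note: cells stimulated with CCL20 at 14 nM final; plate controls were DMSO with CCL20 for no effect and DMSO without agonist for full effect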
# Target sequence (P51684 whole entry, looked up): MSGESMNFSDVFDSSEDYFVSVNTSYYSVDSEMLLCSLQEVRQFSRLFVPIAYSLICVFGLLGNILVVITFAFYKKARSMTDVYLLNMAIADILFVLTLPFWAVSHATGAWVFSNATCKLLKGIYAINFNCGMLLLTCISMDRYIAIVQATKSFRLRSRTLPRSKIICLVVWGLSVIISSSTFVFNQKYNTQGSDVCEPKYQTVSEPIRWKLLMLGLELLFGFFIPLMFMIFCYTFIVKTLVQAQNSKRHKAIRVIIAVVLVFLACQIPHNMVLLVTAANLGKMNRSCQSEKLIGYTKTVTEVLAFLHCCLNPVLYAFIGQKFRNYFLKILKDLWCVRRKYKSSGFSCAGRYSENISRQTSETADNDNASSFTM
# A3G deaminase – inhibitors of human APOBEC3G DNA deaminase. Q9HC16. recombinant A3G, ssDNA deamination FAM/TAMRA fluorescence. inhibition, % at 20 µM. actives 0.28% (n = 330,000);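 active = inhibition of at least 40% at 20 µM, with no more than 30% in the related APOBEC3A deaminase screen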;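 note: plate controls were DMSO wells with A3G for no effect and wells lacking A3G enzyme for full effect; some compounds called inactive have numbers as strong as hits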
# MPTP block – permeability transition pore inhibition | isolated mouse mitochondria, Ca2+ swelling absorbance, 30 min | inhibition, % at 10 µM | actives 1.4% (n = 360,000) | AID 602449;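 active = inhibition of 50% or more, scaled per plate between neutral and stimulator controls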;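 note: 0% = DMSO wells given calcium and 100% = 1 mM EGTA wells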
# Numbers without * were called inactive; / = no result given.
SMILES,GRIN3A LBD mod,CXCR6 inh,EBI2 antag,APOBEC3A inh,Gli-Sufu block,CCR6 antag,A3G deaminase,MPTP block
O=C(O)CSc1sc(=S)sc1SCC(=O)O,1.5,2.5,-5.0,-1.4,-1.0,17.1,-2.3,-0.6
COc1cc(N/N=C/c2ccccc2O)ncn1,-2.2,-8.0,-9.2,2.4,-0.8,-28.8,-1.3,-3.9
CCC(C)N1CCN(C(=O)c2cccs2)CC1 (centres undefined),-0.2,-6.9,-6.6,0.9,-3.2,-14.1,-1.7,-6.5
Fc1ccc(NC(=S)NCc2cccs2)cc1,-6.3,0.8,1.9,-1.8,-0.4,4.0,-2.9,1.9
COC(=O)CNC(c1ccccc1)c1cc(Br)ccc1NS(=O)(=O)c1ccc(C)cc1 (centres undefined),16.0*,3.0,16.3,8.2,8.9,16.0,-5.8,3.8
Cc1ccc(NC(=O)COC(=O)c2ccco2)cc1S(=O)(=O)N1CCOCC1,-1.6,4.8,4.9,5.6,-5.0,11.1,-0.6,-0.6
O=C(c1cccc([N+](=O)[O-])c1)N1CCN(c2ccccn2)CC1,-2.7,7.6,-9.6,-2.6,-5.3,1.1,-1.5,-0.4
O=C(O)C1CCCCC1C(=O)NCc1ccccc1 (centres undefined),-0.8,-0.3,-3.5,-3.1,-15.9,6.3,-4.5,0.6
CC(C)CC(=O)Nc1sc2c(c1C(=O)O)CCCCC2,-0.9,-7.7,-3.1,-0.4,0.9,-5.8,-18.0,-1.1
COc1cc(CC(=O)OCc2cccc([N+](=O)[O-])c2)cc(OC)c1OC,2.2,-2.8,1.8,3.6,-7.1,6.2,-0.4,1.4
C/C(=N\NC(=O)C1CCCC1)c1ccc(C(C)C)cc1,0.7,7.4,-8.7,-1.0,-10.6,3.9,-7.4,1.6
CS(=O)(=O)c1nc(-c2ccccc2)cc(-c2ccccc2)c1C#N,-0.2,9.9,56.3*,3.3,3.6,5.4,2.9,-5.2
CCN(CC)C(=O)c1ccc(C)c(Br)c1,-0.3,-9.0,-10.7,1.8,-22.0,5.3,1.7,-0.3
C/C(=N\NC(=S)NCc1ccccc1)c1ccc(C)o1,-0.2,1.8,6.0,2.0,34.8,15.9,-3.3,0.5
O=C(OCc1cccc(Cl)c1)c1cc(S(=O)(=O)N2CCCCC2)ccc1N1CCOCC1,0.3,9.2,1.5,-0.6,27.3,12.4,-8.5,0.6
CNC(=O)CCC(=O)Nc1ccc(C(=O)OC)cc1,2.1,-3.7,-8.6,-1.2,1.5,7.8,-2.5,-0.2
CC(=O)Nc1ccc(NC(=O)CSC2=NS(=O)(=O)c3ccccc3N2)cc1,-0.4,-0.3,-11.0,-4.6,-16.5,10.0,-8.3,-1.0
Cc1ccc2c(CC(=O)Nc3cccc(S(=O)(=O)N4CCOCC4)c3)coc2c1,-6.2,-6.8,6.0,-1.3,-3.3,25.8,-5.8,0.2
O=C(NOC(=O)c1ccccc1)c1ccccc1,-1.5,-11.6,-3.4,-8.2,9.6,-4.8,-9.1,0.6
COC(=O)C1=C(NC(=O)c2ccccc2[N+](=O)[O-])CCS1,-0.7,-9.6,1.6,-3.5,2.7,1.1,-5.2,0.3
C=CCn1c(-c2cccc(S(=O)(=O)N(CC)CC)c2)n[nH]c1=S,-6.0,0.1,-0.7,-3.1,-5.2,-9.9,46.7*,-0.4
CCc1cc2ccc(C)cc2nc1SCC(=O)N1CCN(C(=O)c2ccco2)CC1,0.3,-3.3,-4.5,-4.8,3.0,-5.6,-2.7,-0.7
COC(=O)C1=C(C)N=C2SCCC(=O)N2C1/C=C/c1ccccc1 (centres undefined),-1.0,-4.8,11.4,5.6,1.8,-7.2,1.3,0.7
COc1cccc(NC(=O)c2ccc3c(c2)CCN3S(C)(=O)=O)c1,0.2,-15.4,8.0,3.2,-27.4,2.4,-1.1,-0.8
COc1ccc(SCc2noc(C(=O)NC(C)C)c2C(=O)O)cc1,-0.6,-10.5,7.6,0.7,-5.7,-1.8,12.4,1.7
COC(=O)c1sccc1-n1cccc1C(=O)C(=O)N1CC(C)OC(C)C1 (centres undefined),0.9,4.3,-2.2,-1.2,0.1,16.2,-5.6,1.6
CCOC(=O)CNC(=O)c1sc(NC(=O)c2ccccc2F)nc1C,-1.0,-0.3,-2.8,0.2,-84.5,-8.8,-4.8,0.1
O=C(CCN1C(=O)/C(=C/c2ccc3c(c2)OCO3)SC1=S)Nc1cccc(C(=O)O)c1,-10.4,-14.3,-0.5,-2.8,11.3,19.0,7.8,0.9
COc1ccc(-n2cnc3cc(NCc4ccccn4)ccc32)cc1,-0.3,-4.0,-6.6,-6.6,-26.5,-3.9,-4.8,-0.7
CCOc1nc(NC2CCCC2)nc(N2CCC(C)CC2)n1,4.7,-0.5,3.4,-0.1,39.7,6.5,4.1,0.3
COC(=O)C1C(=O)NC(SC)=C(C#N)C1c1ccccc1 (centres undefined),0.3,0.4,5.6,-18.4,-26.6,-16.2,-7.8,11.9
CC1CCCC(C)N1C(=O)COC(=O)c1cc([N+](=O)[O-])ccc1N1CCOCC1 (centres undefined),0.8,-10.2,-2.8,-2.2,14.0,8.4,-2.9,-0.6
O=c1[nH]c(C2CCN(S(=O)(=O)c3ccccc3C(F)(F)F)CC2)nc2c1nnn2Cc1cccc(F)c1,6.9,2.8,-2.0,-1.8,-6.6,12.6,1.9,0.7
C[C@H](CO)N1C[C@H](C)[C@@H](CN(C)S(=O)(=O)c2cccs2)Oc2ccc(NS(=O)(=O)c3ccc(F)cc3)cc2C1=O,-2.1,-4.0,12.5,-1.7,-0.8,8.2,-6.4,1.0
CCOC(=O)c1cc2c(=O)n3ccccc3nc2n(Cc2ccco2)c1=NC(=O)c1ccc(OC)cc1OC,-0.9,-1.1,-2.2,18.0,31.7,22.6,14.2,0.7
C=CCn1c(-c2ccccc2)nc(=S)c2c1CCCC2,2.9,-1.9,-6.5,-6.5,2.2,-3.3,-9.7,4.4
O=C(Nc1ccccn1)c1ccc([N+](=O)[O-])o1,-0.3,-9.2,5.3,-1.7,-38.6,-23.1,-4.7,2.4
CCc1ccc(C(=O)COC(=O)C(CCSC)NC(=O)C23CC4CC(CC(C4)C2)C3)cc1 (centres undefined),-3.6,0.1,9.8,-3.1,1.4,-4.4,-10.8,7.9
O=C(O)c1cc2c(o1)CCC/C2=N\O,-0.8,-4.7,-10.6,-1.0,28.7,-16.5,-2.2,-0.6
Cc1ccc2c(c1)N(C(=O)CCC(=O)NCCCN1CC(C)CC(C)C1)CCO2 (centres undefined),-2.5,-6.5,-6.3,-2.7,-6.2,12.0,-1.7,0.4

# Single entries from above.
# Under GRIN3A LBD mod, `O=C(O)c1cc2c(o1)CCC/C2=N\O` has the entry -0.8
# Under CCR6 antag, `O=C(Nc1ccccn1)c1ccc([N+](=O)[O-])o1` has the entry -23.1

# (more compounds)
SMILES,GRIN3A LBD mod,CXCR6 inh,EBI2 antag,APOBEC3A inh,Gli-Sufu block,CCR6 antag,A3G deaminase,MPTP block
CC(CCN1CCN(c2ccc(F)cc2)CC1)c1ccccc1 (centres undefined),-0.1,-2.1,2.9,-2.7,-3.1,1.5,-5.2,-0.3
Cc1ccc(C2(C)NC(=O)N(CC(=O)N3CCN(S(=O)(=O)c4cccs4)CC3)C2=O)cc1 (centres undefined),-0.3,-6.6,4.6,11.4,-14.2,9.6,-9.4,-0.7
COc1ccccc1NC(=O)c1c(NC(=O)c2ccco2)sc2c1CCC2,1.4,5.8,-3.9,-5.7,6.0,21.6,-12.6,2.1
CC1CCCC(C)N1S(=O)(=O)c1ccc(NC(=O)CCN2C(=O)C3CC=CCC3C2=O)cc1 (centres undefined),0.6,-10.0,3.3,1.9,-6.0,5.7,-11.1,0.8
CCOc1ccccc1OCCCC(=O)N(C)CC(=O)Nc1cc(C)ccc1C,-3.1,9.6,3.8,-1.6,-6.0,10.1,-10.4,2.0
CCN(CC(=O)NCc1cccs1)C(=O)CCc1c[nH]c2ccccc12,1.5,0.1,11.3,1.4,3.0,8.8,-2.0,-0.7
O=C(c1ccc2snnc2c1)N1CCOCC1,2.1,-5.1,-1.6,-7.1,4.8,6.3,-6.5,0.9
COC(=O)N1CCc2c(sc(NC(=O)C3COc4ccccc4O3)c2C(N)=O)C1 (centres undefined),2.2,-1.3,-14.4,2.0,-26.2,6.4,49.7*,-0.4
O=S(=O)(NC(=NCc1ccccc1)c1ccccc1)c1ccc(Br)cc1,-0.3,-1.6,-0.6,-2.6,-10.6,15.0,-4.5,0.5
O=C(NCc1csc(-c2cccs2)n1)Nc1cccc(Cl)c1,9.3,2.2,0.6,-1.2,-2.3,-3.0,-3.9,76.2*

# Compounds from the list above containing bromine, in the order listed:
SMILES,GRIN3A LBD mod,CXCR6 inh,EBI2 antag,APOBEC3A inh,Gli-Sufu block,CCR6 antag,A3G deaminase,MPTP block
COC(=O)CNC(c1ccccc1)c1cc(Br)ccc1NS(=O)(=O)c1ccc(C)cc1 (centres undefined),16.0*,3.0,16.3,8.2,8.9,16.0,-5.8,3.8
CCN(CC)C(=O)c1ccc(C)c(Br)c1,-0.3,-9.0,-10.7,1.8,-22.0,5.3,1.7,-0.3
O=S(=O)(NC(=NCc1ccccc1)c1ccccc1)c1ccc(Br)cc1,-0.3,-1.6,-0.6,-2.6,-10.6,15.0,-4.5,0.5

# (continued)
SMILES,GRIN3A LBD mod,CXCR6 inh,EBI2 antag,APOBEC3A inh,Gli-Sufu block,CCR6 antag,A3G deaminase,MPTP block
CC(=O)c1cccc(NC(=O)COC(=O)C2=COCCO2)c1,0.3,-7.0,-6.6,5.8,-9.7,4.6,-0.5,5.1
COc1ccc(NC(=O)NCCCCc2ccccc2)cc1,-14.9,-5.7,4.2,-4.9,3.9,-2.0,-7.0,-0.7
C[C@H](NC(=O)c1nc[nH]c1C(=O)N1CCN(C(=O)OC(C)(C)C)CC1)C(=O)OC(C)(C)C,1.9,7.8,4.0,-7.3,-14.7,3.2,-12.7,-0.6
Nc1nnc(SCC(=O)Nc2ccc(S(=O)(=O)N3CCOCC3)cc2)s1,-1.6,-12.1,-0.8,0.6,-1.7,0.1,-3.3,-2.0
Cc1ccc([N+](=O)[O-])c(OCCN2C(=O)NC(C)(C)C2=O)c1,-0.7,-0.4,9.3,11.5,-9.2,-11.3,-6.0,-0.8
CN(C)c1ccc(C=C2C=CC=C2)cc1,2.4,13.9,-3.2,/,-41.5,23.9,/,2.5
COc1ccc(-c2nc3n(c2C)CCC3)cc1,2.0,-0.6,-6.6,-1.5,-19.7,-2.0,3.1,-1.4
Cn1c(N)c(C(=O)COC(=O)CCC2CCCCC2)c(=O)n(C)c1=O,-1.7,-4.5,-4.4,-3.4,-1.9,9.2,-8.3,-2.4
Cc1ccc(S(=O)(=O)Oc2ccc(/C=C(/NC(=O)c3ccccc3)C(=O)Nc3ccccc3)cc2)cc1,-0.2,-0.2,4.2,-2.7,-3.8,4.4,-4.0,3.1
NS(=O)(=O)c1ccc(NC(=O)CSc2cn[nH]n2)cc1,-0.9,6.1,8.1,-2.6,43.7,9.8,-11.7,1.3
CCOc1[nH]n(-c2ccccc2)c(=O)c1C=Nc1ccc(OC)cc1,-5.7,8.3,9.8,-2.7,-11.9,-3.2,-5.3,0.0
CC1=CC(C)(C)N2C(=O)C3(SCC(=O)N3c3ccc(F)cc3)c3cc(C)cc1c32 (centres undefined),-1.6,9.9,11.5,-5.9,-2.8,9.0,-7.1,40.3
COc1ccc(C(=O)NCC(=O)OCCCOC(=O)CNC(=O)c2ccc(OC)c(OC)c2)cc1OC,0.1,1.6,-7.1,41.7*,-19.9,-3.9,10.2,1.4
COc1cc(CN2CCCC(C(=O)c3ccc4c5c(cccc35)CC4)C2)cc(OC)c1O (centres undefined),-13.2,5.3,0.9,-4.8,28.1,-15.8,-5.8,-1.1
C[C@H]1CN([C@@H](C)CO)C(=O)Cc2cc(NC(=O)Cc3ccccc3)ccc2O[C@H]1CN(C)C(=O)Nc1cccc2ccccc12,-0.7,-0.2,-5.9,-2.1,-5.3,1.9,-5.4,0.7
Cn1c(=O)c2c(nc(OCc3cccnc3)n2Cc2ccccc2)n(C)c1=O,0.1,-5.8,-0.4,-7.9,8.0,-10.8,-3.1,-1.1
